# CSM14.1 death rescue = rescue of cells from ER stress-induced death, primary screen, 384-well, CSM14.1, thapsigargin, ATP luminescence (AID 1222); CSM14.1 thapsigargin-induced death rescue, ATP luminescence; higher % means a stronger effect; one-dose cellular ATP content (survival), % at 20 µM; EC50 in µM for titrated hits; 190,000 tested, under 10 active;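 active = EC50 below 50 µM in the dose-response confirmation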;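 note: death triggered by thapsigargin at about 15 µM added after 2 h compound pretreatment; cell ATP read after overnight thapsigargin exposure of roughly 18 to 22 hours; normalized against plate controls of thapsigargin alone and 5% DMSO vehicle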
# human PMI inhibition = inhibitors of human PMI, primary screen, biochemical, fluorescence intensity, coupled assay (AID 1209). purified PMI enzyme, coupled fluorescence intensity; higher % means a stronger effect. one-dose inhibition, % at 20 µM; IC50 in µM for titrated hits. 190,000 compounds, 0.42% hits;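 note: plate controls were DMSO vehicle for no effect and wells lacking substrate for full effect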
# Large T inhibition = SV40 large T antigen inhibitors, biochemical (AID 1903). inhibition, % at 20 µM; hits with a dose series show IC50 in µM. SV40 large T antigen ATPase/helicase inhibition assay; higher % means a stronger effect. 310,000 compounds, 0.39% hits; in the data active = a potency from the dose series; inconclusive = inhibition mostly from about 32% at the one dose, without a potency; inactive = the rest, 99 in 100 with inhibition below about 32%; note: strong numbers were not always called active
# Insulin prom up = MIN6 insulin promoter up-regulation. 190,000 compounds, 0.3% hits. MIN6 insulin promoter-GFP reporter, high-content imaging; active compounds read high. z-score at 5 µM. AID 1625;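 active = z-score above 3 at 5 µM with at least 500 cells counted in the well; inconclusive = wells under 500 cells, flagged as cytotoxic or low count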
# RSV CPE inhibition = inhibition of RSV-induced cytopathic effect – HEp-2 cells, primary 10 µM value included (AID 2391); HEp-2 cells, RSV-induced CPE inhibition; higher % means a stronger effect; CPE inhibition, % at 10 µM, or IC50 in µM where a hit was titrated; 310,000 compounds, 0.13% hits; in the data active = a potency from the dose series; inconclusive = CPE inhibition mostly from about 23% at the one dose, without a potency; inactive = the rest, 99 in 100 with CPE inhibition below about 21%; note: strong numbers were not always called active
# TNAP activators = human TNAP enzyme activators, primary screen, biochemical, luminescent, no phosphate acceptor, uHTS (AID 1001) | purified TNAP, luminescent activation assay, no phosphate acceptor; higher activation fold means a stronger effect | one-dose activation fold at 20 µM; EC50 in µM for titrated hits | 200,000 compounds, 0.03% hits; in the data active = activation fold from about 3, or a potency from the dose series; inactive = the rest, 99 in 100 with activation fold below about 1.6; note: many of its hits are not listed in these tables
# PhoP inhibition = PhoP-dependent GFP reporter repression – Salmonella Typhimurium, primary screen (AID 1863); S. Typhimurium PhoP-regulated promoter GFP reporter, 4 h; higher % means a stronger effect; one-dose inhibition, % at 50 µM; IC50 in µM for titrated hits; 300,000 compounds, 0.16% hits;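 active = inhibition over 29.93%, a cutoff 3 SD above the screen mean, later confirmed by dose response; inconclusive = inhibition over 29.93% but no dose response follow-up; inactive = inhibition at most 29.93% or unconfirmed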;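 note: 0% = low Mg2+ inducing control and 100% = high Mg2+ repressing control; strong numbers were not always called active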
# PMI inhibition = MPI inhibition at elevated mannose 6-phosphate – biochemical, fluorescence intensity, high mannose 6-phosphate, primary screen (AID 1220); recombinant PMI enzyme, coupled fluorescence intensity; higher % means a stronger effect; inhibition, % at 20 µM, or IC50 in µM where a hit was titrated; 190,000 compounds, 0.66% hits
# West Nile antiviral = inhibition of WNV-induced cytopathic effect – cell-based, CPE readout (AID 1621). CPE inhibition, % at 10 µM, or IC50 in µM where a hit was titrated. West Nile virus-infected cells, CPE inhibition; higher % means a stronger effect. 290,000 compounds, 0.02% hits; in the data active = a potency from the dose series; inconclusive = CPE inhibition mostly from about 3.7% at the one dose, without a potency; inactive = the rest, 99 in 100 with CPE inhibition below about 2.2%; note: strong numbers were not always called active
# Insulin prom up cell count = also measured in Insulin prom up; calls as there; cell count; measured here: cytotoxicity, nuclei count;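 total cells summed across four imaged fields per well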
# * hit, by the source's call; ? = inconclusive; . = not tested or not shown. Cut-off read from the data, not from the text of the source, unless noted: active = inhibition above about 50%; inactive = the rest.
SMILES,CSM14.1 death rescue,human PMI inhibition,Large T inhibition,Insulin prom up,Insulin prom up cell count,RSV CPE inhibition,TNAP activators,PhoP inhibition,PMI inhibition,West Nile antiviral
Cn1cc(S(=O)(=O)CC(=O)Nc2ccc(Br)cc2)c2ccccc21,-2.0%,3%,0%,-0.04,864,2.9%,1.2,-2%,2%,-0.2%
Cc1cc(=O)[nH]c(NN=C2CCC(C(C)(C)C)CC2)n1 (centres undefined),-0.5%,-46%,11%,-0.58,1239,1.3%,1.4,0%,-25%,0.1%
Cc1cccc(Cc2nnc(CCC(=O)N3CCCCC3c3nccs3)o2)c1 (centres undefined),-0.5%,6%,14%,0.95,1281,0.2%,1.1,1%,0%,-0.5%
CC1=NN(C(N)=S)C(=O)C1N=Nc1ccc(C)cc1C (centres undefined),-1.7%,-6%,15%,-1.8,761,12%,1.1,0%,1%,.
O=C(O)CCCNc1ccc([N+](=O)[O-])c(NCCCC(=O)O)n1,0.1%,-3%,9%,.,.,0.9%,1,2%,26%,0.3%
Cc1ccc(OCCNC(=O)/C=C/c2ccco2)cc1C,0.5%,10%,7%,0.42,1460,0.3%,1,0%,3%,-0.1%
Cc1ccccc1-c1nnn(CC(=O)Nc2ccc3c(c2)OCCO3)n1,1.6%,4%,13%,.,.,-1.3%,1.1,-2%,1%,1.4%
CCN(CC)c1ccc(/C=N/NC(=O)c2ccc3nc[nH]c3c2)cc1,.,.,35%,-0.79,1377,2.8%,.,-7%,.,0.4%
S=C(NCCSCc1ccc(Cl)cc1Cl)Nc1ccccc1,0.8%,6%,12%,-0.7,1714,13%,1.2,0%,4%,0.3%
CCOc1ccc2ccccc2c1/C=N/NC(=O)CNC(=O)Cc1ccccc1,0.2%,12%,8%,-0.05,1258,7.2%,1,2%,10%,-0.2%
CC(NC(=O)c1ccccc1)C(c1cccs1)N1CCOCC1 (centres undefined),-1.9%,8%,5%,-0.85,1769,0.8%,1.1,-10%,0%,0.0%
CC(C)COc1ccc(-c2nn(-c3ccccc3)cc2/C=C2/SC(=S)N(CC(=O)O)C2=O)cc1,.,.,10%,.,.,20%,.,7%,.,0.4%
COC(=O)[C@@]1(Cc2ccc(F)cc2)[C@H]2c3cc(C(=O)N(C)C)n(Cc4ccc(OC)c(OC)c4)c3C[C@H]2CN1C(=O)c1ccccc1,6.9%,22%,13%,-0.73,897,-0.6%,1.1,4%,22%,0.1%
COC(=O)C1=C(C)N=C2SCCC(=O)N2C1c1ccc(C(=O)OC)cc1 (centres undefined),-1.6%,14%,-5%,.,.,-0.4%,1.1,2%,4%,-0.1%
Clc1cccc(CSc2nnc(-c3sccc3-n3cccc3)o2)c1,17%,0%,3%,.,.,?,1,-8%,1%,0.5%
Fc1ccccc1/C=N/Nc1nc(-c2ccccn2)nc2ccccc12,.,.,2%,?,.,-1.2%,.,0%,.,2.6%
O=C(CSc1nc2cccnc2n1Cc1ccccc1)NC1CCCCC1,8.2%,0%,2%,.,.,3.2%,1.1,2%,3%,-0.5%
O=C(NCC1OCCc2ccccc21)c1ccc(NC(=O)c2ccc(Cl)cc2)cc1 (centres undefined),1.4%,2%,15%,-0.44,1452,4.7%,1.1,-11%,-3%,0.0%
COc1cccc(OCc2cc(C(=O)N3CCN(C(C)=O)CC3)no2)c1,.,.,7%,.,.,0.6%,.,0%,.,-0.2%
COc1ccc(C2C(C(N)=O)=C(C)Nc3nc(-c4ccccc4Cl)nn32)c(OC)c1 (centres undefined),.,5%,16%,-0.72,1284,1.5%,1,16%,6%,-0.3%
CC(/C=C/c1ccccc1)=N/NC(=O)c1cc([N+](=O)[O-])cc([N+](=O)[O-])c1,0.5%,-8%,11%,0.58,858,5.3%,1.1,6%,-12%,-0.3%
COc1cc(OC)c(NC(=O)CCc2ccccc2)cc1Cl,-2.5%,-3%,-1%,.,.,2.0%,1.1,-14%,0%,-0.8%
COc1ccc2c(c1OC)C(=O)OC2Nc1nc(-c2ccc(-c3ccccc3)cc2)cs1 (centres undefined),-11%,-8%,19%,0.08,1170,18%,0.9,1%,-4%,0.8%
CCOC(=O)N1CCN(C(=O)c2cn(C)c3ccc(S(=O)(=O)N4CCC(C)CC4)cc3c2=O)CC1,-0.7%,-4%,0%,0.17,1270,3.1%,1.1,-6%,-6%,.
COC(=O)c1c(C)[nH]c(C(=O)COC(=O)Cc2ccc3c(c2)OCCO3)c1C,0.7%,-3%,6%,-0.05,1303,7.6%,1.1,0%,-5%,-0.5%

# 2 entries from above in another layout.
smiles | CSM14.1 death rescue | human PMI inhibition | Large T inhibition | Insulin prom up | Insulin prom up cell count | RSV CPE inhibition | TNAP activators | PhoP inhibition | PMI inhibition | West Nile antiviral
COc1ccc(C2C(C(N)=O)=C(C)Nc3nc(-c4ccccc4Cl)nn32)c(OC)c1 (centres undefined) | . | 5% | 16% | -0.72 | 1284 | 1.5% | 1 | 16% | 6% | -0.3%
CC(/C=C/c1ccccc1)=N/NC(=O)c1cc([N+](=O)[O-])cc([N+](=O)[O-])c1 | 0.5% | -8% | 11% | 0.58 | 858 | 5.3% | 1.1 | 6% | -12% | -0.3%

# (cont.)
SMILES,CSM14.1 death rescue,human PMI inhibition,Large T inhibition,Insulin prom up,Insulin prom up cell count,RSV CPE inhibition,TNAP activators,PhoP inhibition,PMI inhibition,West Nile antiviral
Cn1cccc1/C=N\NC(=O)C1COc2ccc(C(C)(C)C)cc2O1 (centres undefined),.,.,0%,.,.,14%,.,-13%,.,?
CCOc1ccc(/C=N/Nc2ccccc2)cc1,.,.,23%,.,.,-0.8%,.,7%,.,-1.0%
COCCNC(=O)C(C)OC(=O)c1cc2occc2n1C (centres undefined),-0.2%,17%,3%,1.8,784,0.4%,1.1,-1%,10%,0.4%
O=C(CCC(=O)Nc1nnc(C2CCCCC2)s1)Nc1ccc(F)cc1,.,.,-9%,.,.,-2.0%,.,15%,.,0.1%
COc1cccc(-c2nnc(SCC(=O)Nc3cc(C)ccc3OC)n2N)c1,1.2%,-5%,1%,-0.81,1038,1.1%,1,-1%,-2%,-0.4%
Cc1c(C#N)sc(C(N)=O)c1C,-2.5%,-6%,3%,-0.12,1223,1.4%,1.1,6%,-4%,0.3%
COc1ccc(-c2nnc(SCC(=O)/C(C#N)=C(\C)N)o2)cc1,-1.0%,2%,2%,0.87,1052,.,1.1,-12%,9%,-0.6%
COC(=O)COc1ccc(S(=O)(=O)Nc2ccccc2C(=O)OC)cc1,-2.1%,9%,1%,0.34,1241,0.0%,1.1,-7%,2%,-0.3%
O=C(Nc1cccc(Cl)c1)NC1CC2CCC1C2 (centres undefined),.,.,7%,.,.,11%,.,-6%,.,-1.2%
Cc1cc(NC(=O)COn2nnc3ccc(Cl)cc32)no1,5.0%,5%,1%,-0.08,1340,1.3%,1.1,-10%,-4%,0.2%
Cc1cc(C)n(-c2ccc(NC(=O)C3CCCCN3C(=O)c3ccc(C)s3)cc2)n1 (centres undefined),.,.,1%,.,.,4.8%,.,-4%,.,-0.2%
CCCc1ccc(Oc2cc(C)nc(N3CCOCC3)n2)cc1,-1.2%,6%,1%,0.18,1483,0.3%,1.1,3%,0%,-0.5%
CC(C)n1nccc1N(Cc1ccc(Cl)cc1)S(=O)(=O)c1ccccc1,.,.,6%,.,.,?,.,-2%,.,-0.7%
CC(=O)C1=C(O)CC(c2ccccc2)CC1=NCCc1c(C)[nH]c2ccccc12 (centres undefined),-0.6%,19%,2%,0.1,1251,1.9%,1,22%,14%,-0.1%
Clc1ccccc1CN1CCC(Cc2ccccc2)CC1,-5.1%,9%,9%,2.6,1444,-1.5%,1,19%,0%,0.2%
O=C(CSc1n[nH]c(Cc2ccccc2)n1)Nc1ccccc1Br,.,.,-1%,.,.,1.9%,.,1%,.,0.2%
O=C(Nc1ccc2c(c1)OCO2)N1CCN(S(=O)(=O)c2ccc(Cl)cc2)CC1,.,7%,4%,-1.1,1164,0.0%,1.1,-7%,5%,.
Cc1ccc(S(N)(=O)=O)cc1NC(=O)c1ccc2c3c(cccc13)CC2,.,.,4%,.,.,6.9%,.,5%,.,-0.7%
COc1cccc(-n2nnnc2SCC(=O)c2cc(OC)ccc2OC)c1,0.5%,4%,17%,.,.,.,1,-1%,2%,-0.8%
O=C(Nc1ccc(-c2nnc3n2CCCCC3)cc1)c1cnccn1,-1.4%,6%,1%,.,.,.,1,6%,6%,.
COc1cc(NC(=O)COc2ccc(-n3ccnc3)cc2)cc(OC)c1,1.6%,6%,24%,2.2,1344,1.5%,1.2,4%,6%,-0.3%
Cn1c(=O)c2c(ncn2CC(O)CNc2ccc(Cl)cc2)n(C)c1=O (centres undefined),3.7%,-1%,28%,-0.48,1182,1.1%,1,-4%,-5%,-0.3%
COc1cc(C(=O)Nc2ccc(S(=O)(=O)Nc3cc(C)nc(C)n3)cc2)cc(OC)c1OC,-1.0%,-18%,12%,-0.32,1177,-1.7%,1.1,-2%,-4%,0.1%
COC(CNC(=O)c1ccc(N2CCc3ccccc32)c([N+](=O)[O-])c1)OC,-1.8%,4%,3%,0.12,1380,4.6%,1,-5%,5%,-2.2%
Cc1nnc(SCC(C)C)[nH]c1=O,-1.2%,12%,0%,1.1,1330,0.5%,1.1,-17%,9%,0.0%
SMILES,CSM14.1 death rescue,human PMI inhibition,Large T inhibition,Insulin prom up,Insulin prom up cell count,RSV CPE inhibition,TNAP activators,PhoP inhibition,PMI inhibition,West Nile antiviral
CCc1c(C)n2nc(C)cc2[nH]c1=O,-4.6%,16%,14%,0.01,1292,1.9%,1,12%,9%,-0.2%
CS(=O)(=O)N(CC(=O)NCCSCc1ccccc1Cl)c1ccc(F)cc1,.,.,10%,.,.,2.6%,.,-4%,.,-1.5%
O=C(COc1ccccc1)NCC1COc2ccccc2O1 (centres undefined),.,.,5%,.,.,2.1%,.,0%,.,-0.1%
COc1ccc(S(=O)(=O)N(C)C)cc1NC(=O)CCNC(=O)c1ccco1,.,.,7%,.,.,3.2%,.,-2%,.,0.2%
CC(C)Cn1c(=O)c(CCC(=O)Nc2ccc(N3CCOCC3)cc2)nc2cc(Cl)ccc21,.,.,5%,.,.,1.0%,.,6%,.,-0.3%
CCOC(=O)C1(Cc2cccc(OC)c2)CCCN(S(=O)(=O)CC)C1 (centres undefined),.,.,1%,.,.,0.2%,.,-2%,.,-0.3%
COc1ccc(CC(=O)NCc2nn(-c3ccccc3)nc2C)cc1OC,.,.,2%,-0.67,1438,.,.,0%,.,-0.7%
CCOC(=O)CSc1nc2sccc2c(=O)[nH]1,-1.0%,2%,18%,.,.,0.3%,1.1,3%,2%,-0.1%
Cc1cc(C)cc(OC(=O)CCN2C(=O)C3C4C=CC(C5CC45)C3C2=O)c1 (centres undefined),6.8%,19%,-1%,0.18,1552,1.6%,1.1,1%,13%,0.3%
COC(=O)N/N=C(\C)c1ccc2ccccc2c1OC(F)F,-2.6%,8%,7%,-0.09,1274,?,1.1,0%,10%,-0.3%

# A few values from the results shown:
# CSM14.1 death rescue, `COC(=O)N/N=C(\C)c1ccc2ccccc2c1OC(F)F` = -2.6%
# Large T inhibition, `COc1ccc(S(=O)(=O)N(C)C)cc1NC(=O)CCNC(=O)c1ccco1` = 7%
